MIN6 prolif: inducers of MIN6 beta-cell proliferation, primary screen, ATP luminescence, uHTS; 0.29% of 330,000 active; proliferation, % at 10 µM; MIN6 cells proliferation, ATPlite luminescence, 48 h; cells starved in 0.2% serum; 100% = growth in 10% serum; AID 2380, 2010;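 active means compounds whose signal lies at least 3.5 SD above the mean of all wells on their plate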;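 further: 0% = DMSO-treated cells in low-serum medium and 100% = 10% serum control; some compounds called inactive have numbers as strong as hits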
NLRP3 yeast inh: NALP3 inflammasome inhibitors in reconstituted yeast, primary screen, luminescence, uHTS. Yeast reconstituted NLRP3/ASC/caspase-1, beta-gal luminescence, 24 h. inhibition, % at 10 µM. AID 2825, 2010. 0.39% of 330,000 active;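 active means inhibition of 50% or more; inactive means inhibition below 50%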;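 further: plate controls were induced DMSO wells for no effect and uninduced yeast grown without galactose for full effect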
mIAP activ: activators of mouse IAP, primary screen, biochemical, luminescence, uHTS | activation factor at 10 µM | muIAP, CDP-Star luminescence, 30 min; hits give high values; 1 = vehicle-only enzyme signal, 0 = enzyme-free wells | AID 2805, 2010 | intestinal alkaline phosphatase [Mus musculus] | 0.24% of 330,000 active;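 active means activation factor of at least 2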; further: the source names both 10 and 20 µM as test concentration; values of inactives mirror those of a sister screen read the other way
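System: mouse IAP enzyme. Reagent: CDP-Star chemiluminescent phosphatase substrate. Benchmarks: DMSO wells, no-enzyme wells. Times: 30 min enzyme-substrate-compound incubation at room temperature. Detection: luminescence from enzymatic CDP-Star hydrolysis. Doses: test compounds delivered from DMSO solution.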
hIAP inh: human IAP inhibitors, primary screen, biochemical, luminescence, uHTS; Intestinal-type alkaline phosphatase (Homo sapiens), P09923; purified IAP, CDP-Star luminescence, 30 min; inhibition, % at 10 µM; 0.12% of 330,000 active; AID 2544, 2010;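 active means inhibition reaching a set limit with compound at 10 µM in the primary screen, cut at about 35% in these data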;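 further: plate controls were DMSO wells with enzyme for no effect and no-enzyme buffer wells for full effect; values of inactives mirror those of a sister screen read the other way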
Target sequence (P09923 whole entry, looked up): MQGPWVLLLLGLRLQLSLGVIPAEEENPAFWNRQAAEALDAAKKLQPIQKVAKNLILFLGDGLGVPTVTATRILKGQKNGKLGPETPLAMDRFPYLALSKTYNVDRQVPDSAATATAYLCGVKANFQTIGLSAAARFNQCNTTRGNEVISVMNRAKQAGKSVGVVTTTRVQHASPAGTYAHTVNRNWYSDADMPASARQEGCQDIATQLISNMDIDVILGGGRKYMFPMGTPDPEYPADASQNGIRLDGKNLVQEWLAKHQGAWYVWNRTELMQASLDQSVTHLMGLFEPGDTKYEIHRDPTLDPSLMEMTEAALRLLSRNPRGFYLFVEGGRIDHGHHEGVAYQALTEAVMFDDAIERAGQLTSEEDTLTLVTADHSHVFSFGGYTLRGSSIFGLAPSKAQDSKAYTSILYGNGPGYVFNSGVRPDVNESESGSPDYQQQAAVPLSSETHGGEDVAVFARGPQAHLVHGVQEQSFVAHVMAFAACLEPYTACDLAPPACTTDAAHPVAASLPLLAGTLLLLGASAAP
A3A deaminase: APOBEC3A ssDNA deaminase inhibitors, primary screen, selectivity assay for APOBEC3G inhibitor project, biochemical, FAM/TAMRA oligo cleavage fluorescence | DNA dC->dU-editing enzyme APOBEC-3A (Homo sapiens), P31941 | inhibition, % at 20 µM | recombinant A3A, FAM/TAMRA ssDNA deamination fluorescence | AID 493011, 2011 | 0.41% of 330,000 active;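 active means at least 40% inhibition at 20 µM here, with at most 30% in a related deaminase screen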;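 further: plate controls were A3A with DMSO for no effect and wells lacking A3A enzyme for full effect; some results filed as inactive read as strong as hits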
A3G deaminase: APOBEC3G DNA deaminase inhibitors, primary screen, biochemical, fluorescence, single-stranded DNA substrate, uHTS. recombinant A3G, ssDNA deamination FAM/TAMRA fluorescence. inhibition, % at 20 µM. 0.28% of 330,000 active. AID 493012, 2011;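 active means inhibition of at least 40% at 20 µM, with no more than 30% in the related APOBEC3A deaminase screen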;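 further: plate controls were DMSO wells with A3G for no effect and wells lacking A3G enzyme for full effect; some compounds called inactive have numbers as strong as hits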
Target sequence (Q9HC16 whole entry, looked up): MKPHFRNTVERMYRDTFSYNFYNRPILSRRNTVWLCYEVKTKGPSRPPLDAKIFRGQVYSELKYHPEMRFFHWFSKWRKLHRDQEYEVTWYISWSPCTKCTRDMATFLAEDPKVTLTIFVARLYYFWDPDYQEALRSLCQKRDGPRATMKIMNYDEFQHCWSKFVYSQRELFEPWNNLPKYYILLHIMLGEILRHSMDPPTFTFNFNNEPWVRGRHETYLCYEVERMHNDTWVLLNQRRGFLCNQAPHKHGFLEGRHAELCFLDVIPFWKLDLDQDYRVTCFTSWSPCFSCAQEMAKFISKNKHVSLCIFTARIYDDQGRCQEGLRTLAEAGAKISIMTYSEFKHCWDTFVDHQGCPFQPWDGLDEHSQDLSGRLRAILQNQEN
SENP1 inh: human SENP1 catalytic domain inhibitors, primary screen, biochemical, FRET, uHTS; Sentrin-specific protease 1 (Homo sapiens), Q9P0U3; recombinant SENP1 catalytic domain, CyPet-SUMO1-YPet FRET cleavage; inhibition, % at 10 µM; 0.21% of 360,000 active; AID 624204, 2012;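 active means inhibition at least 30% at 10 µM, raw YFP signal under a set limit, fluorescence ratio 0.5 to 1.5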;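 further: 0% = enzyme with DMSO and 100% = no enzyme wells; some results filed as inactive read as strong as hits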
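Material – human SENP1 catalytic domain · Input – SENP1 enzyme, 20 pM final · Compound dosing – single concentration of 10 µM compound, 0.5% DMSO final · Timing – enzyme reaction for 50 min at room temperature, dark · Measured by – FRET fluorescence in CFP and YFP emission channels · Control set – no-enzyme wells low, DMSO-plus-enzyme wells high control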
hIAP activ: human IAP activators, primary screen, biochemical, luminescence, uHTS | Intestinal-type alkaline phosphatase (Homo sapiens), P09923 | purified human IAP, CDP-Star luminescence, 30 min; hits give high values; 1 = vehicle-only enzyme, 0 = enzyme-free background | activation factor at 10 µM | 0.16% of 330,000 active;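 active means activation factor of the enzyme at least 2-fold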; further: the source names both 10 and 20 µM as test concentration; values of inactives mirror those of a sister screen read the other way
mIAP block: inhibitors of mouse IAP, primary screen, biochemical, luminescence, uHTS; intestinal alkaline phosphatase [Mus musculus]; purified mouse IAP, CDP-Star luminescence, 30 min; inhibition, % at 10 µM; 0.2% of 330,000 active;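 active means inhibition of at least 40% at 10 µM in the primary screen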;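 further: plate controls were DMSO with enzyme for no effect and no enzyme wells for full effect; values of inactives mirror those of a sister screen read the other way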
Active calls of the source: *; nt = no result given. Not all compounds are listed, so the mix of outcomes need not match the whole.

Structure	MIN6 prolif	NLRP3 yeast inh	mIAP activ	hIAP inh	A3A deaminase	A3G deaminase	SENP1 inh	hIAP activ	mIAP block
Cc1ccc(S(=O)(=O)Nc2ccccc2C(=O)N2CCCC2)cc1	5	-11	0.99	12	-4	-5	0	0.88	1
O=C(CCOc1ccccc1)Nc1ccnn1C1CCN(Cc2ccc(O)cc2)CC1	-1	17	1.2	16	-2	-6	1	0.84	-18
COc1ccc2c(c1)cc(C)c1nnc(SCC(=O)N3CCN(C(=O)c4ccco4)CC3)n12	-2	5	0.96	12	6	-2	nt	0.88	4
Cc1ccccc1-c1cc(C(=O)NCc2ccco2)nn1CC1CC(c2cccc([N+](=O)[O-])c2)=NO1 (stereo not given)	-4	9	0.91	7	0	-7	0	0.93	9
CN(Cc1ccccc1)C(=O)c1ccc(S(=O)(=O)N(C)c2ccccc2)cc1	1	-2	1	11	-4	-6	-1	0.89	-1
Cc1nc(SCC(=O)N(C)C2(C#N)CCCCC2)c2ccccc2n1	0	19	0.99	5	3	-2	-32	0.95	1
CNS(=O)(=O)c1cccc(C(=O)OCC(=O)c2ccc(S(=O)(=O)N3CCCCC3)cc2)c1	0	25	0.95	6	1	-10	4	0.94	5
CCOC(=O)N1CCN(Cc2nnc(-c3ccccc3C)o2)CC1	-3	-6	0.95	-4	-3	-8	1	1	5
C/C(=N\Nc1nc(-c2ccccc2O)nc2ccccc12)c1ccccc1	-1	25	0.87	-29	1	-16	3	1.3	13
COc1ccc(N2CCN(C(=O)COC(=O)Cc3cccc(OC)c3)CC2)cc1	-3	23	0.94	-4	-4	-7	4	1	6
O=C(Nc1cccc(Cn2cccn2)c1)c1cc2c(s1)CCCC2	-2	7	1.1	7	-3	-7	1	0.93	-15
Cc1ccc(/C=N\NC(=O)Cc2noc3ccccc23)cc1	-3	-4	0.98	-4	-4	-9	0	1	2

The list continues:
Structure	MIN6 prolif	NLRP3 yeast inh	mIAP activ	hIAP inh	A3A deaminase	A3G deaminase	SENP1 inh	hIAP activ	mIAP block
OCCC1CN(Cc2c(F)cccc2Cl)CCN1C1CCCCC1 (stereo not given)	0	2	0.96	-3	1	-3	1	1	4
COc1ccc(C(=O)c2ccc(Cl)cc2)cc1	-1	41	1	5	-1	-3	0	0.95	0
CCc1ccc(NC(=O)c2ccc3nc(N)sc3c2)cc1	-1	28	1.3	-31	-1	-4	1	1.3	-30
COCOc1ccc(/C=C2/Oc3cc(OCOC)cc(OCOC)c3C2=O)c(OCOC)c1	-2	18	0.83	20	5	8	-23	0.8	17
CCc1cc2c(C)cc(C)cc2nc1SCC(=O)Nc1cc(C)on1	-5	-2	1.1	-2	1	-3	1	1	-6
S=c1[nH]nc(CSCCOc2ccc(Cl)cc2Cl)o1	-2	13	0.98	-10	1	2	2	1.1	2
CSCC[C@H](NS(=O)(=O)c1ccc(C)cc1)C(=O)N1CCC(C(=O)N[C@@H](Cc2ccccc2)C(=O)O)CC1	-2	8	0.9	12	-1	-6	5	0.89	10
C[C@H]1CN([C@@H](C)CO)C(=O)c2cc(NS(=O)(=O)c3ccc(F)cc3)ccc2O[C@H]1CN(C)S(=O)(=O)c1cn(C)cn1	-2	13	1.1	2	1	11	3	0.98	-11
O=C(O)C1CCCN1S(=O)(=O)c1ccccc1 (stereo not given)	-1	-7	1	-22	3	-3	1	1.2	-4
CSc1nc(-c2ccccc2)cn1-c1ccc(NC(C)=O)cc1	0	17	0.99	-1	-1	-1	2	1	1
COCCC1CCCCN1C(=O)c1cc(COc2ccc(C)nc2)on1 (stereo not given)	-1	24	1.1	20	2	22	3	0.8	-6
Cc1cc(NC(=O)CSc2nc3c(c(-c4cccnc4)c2C#N)CCC3)no1	1	-2	0.98	-24	1	-7	-7	1.2	2

Gathered by group: those above containing a COOH group.
Structure	MIN6 prolif	NLRP3 yeast inh	mIAP activ	hIAP inh	A3A deaminase	A3G deaminase	SENP1 inh	hIAP activ	mIAP block
CSCC[C@H](NS(=O)(=O)c1ccc(C)cc1)C(=O)N1CCC(C(=O)N[C@@H](Cc2ccccc2)C(=O)O)CC1	-2	8	0.9	12	-1	-6	5	0.89	10
O=C(O)C1CCCN1S(=O)(=O)c1ccccc1 (stereo not given)	-1	-7	1	-22	3	-3	1	1.2	-4

Next entries follow.
Structure	MIN6 prolif	NLRP3 yeast inh	mIAP activ	hIAP inh	A3A deaminase	A3G deaminase	SENP1 inh	hIAP activ	mIAP block
O=[N+]([O-])c1ccc(N2CCCCC2)cc1	-1	4	0.97	-6	0	-5	-5	1.1	3
COc1ccc(NC(=S)NCCN2CCC(C)CC2)cc1Cl	-2	6	0.96	15	-1	2	-1	0.85	4
COc1ccc2c(c1)c1ncn(CCc3ccccc3)c(=O)c1n2C	-3	20	0.96	-14	0	-3	0	1.1	4
COc1cc2c(cc1OC)CN(C(=O)c1ccc(OC)c([N+](=O)[O-])c1)CC2	-3	20	0.98	-6	3	-1	0	1.1	2
OC(COCCOc1ccc(Br)cc1)CN1CCN(Cc2ccccc2)CC1 (stereo not given)	0	28	0.89	4	2	-4	2	0.95	11
Cc1oc2cc3oc(=O)c(CC(=O)NCCCC(=O)O)c(C)c3cc2c1C	4	-7	1	-8	-4	-8	-23	1.1	-1
COc1ccccc1CN1CC(C(=O)NCc2ncccc2C)CCC1=O (stereo not given)	0	24	0.72	-1	-2	-5	1	1	28
CN(C)S(=O)(=O)c1ccc(NC(=O)COC(=O)c2n[nH]c3ccccc23)cc1	-6	0	0.92	-18	2	15	3	1.2	8
CC1C(=O)N2CCCc3cc(NC(=O)C(=O)NCc4cccnc4)cc1c32 (stereo not given)	-2	20	0.96	-13	1	-7	2	1.1	4
O=C(CC12CC3CC(CC(C3)C1)C2)Nc1ccccc1N1CCOCC1	0	27	0.99	3	2	-1	2	0.97	1
Cc1cc(-c2ccccc2)c2c3c(c(-c4ccccc4)n2n1)c(=O)n(C)c(=O)n3C	-2	6	1	-8	-7	-9	28	1.1	-2
COc1ccc(Br)cc1/C=N/Nc1cccc(C(=O)O)c1	1	-1	1	-2	3	-2	-14	1	-1

The listing continues:
Structure	MIN6 prolif	NLRP3 yeast inh	mIAP activ	hIAP inh	A3A deaminase	A3G deaminase	SENP1 inh	hIAP activ	mIAP block
O=C(Cc1cccs1)N1CCN(S(=O)(=O)c2ccccc2)CC1	7.2*	17	0.91	-4	1	-3	-2	1	9
NS(=O)(=O)c1ccc(CNC(=O)CCCSc2ccccc2)cc1	0	7	1.1	-2	3	-3	-2	1	-6
O=[N+]([O-])C(/C=C(/Cl)[N+](=O)[O-])=C(N1CCCCC1)N1CCCCC1	1	31	0.73	22	0	-5	1	0.78	27
COc1ccc(CC(=O)OCCN(C)C)cc1	-2	2	1.1	5	4	-1	1	0.95	-12
c1ccc(Cn2nnnc2CN2CCN(c3ncccn3)CC2)cc1	-1	3	0.97	8	0	-5	0	0.92	3
Cc1ccc2c(n1)sc1c(-c3ccccc3)c(C#N)c(N)nc12	5.9*	-18	0.89	6	-2	-1	-18	0.94	11
Fc1ccc(F)c(NC2=NCCCCC2)c1	0	10	0.98	-11	0	-5	2	1.1	2
CN(C)C(CNC(=O)c1cccc(C#N)c1)c1ccco1 (stereo not given)	-1	18	0.98	13	1	-4	-5	0.87	2
COc1ccc(NC(=O)C2C3CCC(C3)C2C(=O)O)cc1OC (stereo not given)	-1	5	1.1	6	-2	-2	-3	0.94	-11
OCC(O)CN1CCCC1 (stereo not given)	-3	18	1	-3	3	5	-2	1	-4
O=C(COC(=O)c1ccc(O)cc1O)NC1CCCCCC1	-3	-4	0.92	-1	1	-4	1	1	8
Cc1ccc(-c2cc(C(=O)N/N=C/c3ccc(F)cc3)n[nH]2)o1	0	13	0.83	-76	-1	-5	4	1.8	17

More records follow:
Structure	MIN6 prolif	NLRP3 yeast inh	mIAP activ	hIAP inh	A3A deaminase	A3G deaminase	SENP1 inh	hIAP activ	mIAP block
COc1ccc(NC(=O)c2ccccc2NC(=O)C2CCCO2)cc1 (stereo not given)	-4	9	1	11	2	-7	0	0.89	-3
Cc1cccc(OCC(=O)NCCNC(=O)c2cccnc2)c1	1	10	1	3	-1	-6	-2	0.97	-2
COCc1[nH]nc2c1C(c1cc(OC)c(O)c(OC)c1)C(C#N)=C(N)O2 (stereo not given)	-1	3	0.8	-13	1	4	-10	1.1	20
CC1CCCC(NS(=O)(=O)c2ccc3c(c2)OCCO3)C1C (stereo not given)	-1	36	1.1	-7	-4	-7	1	1.1	-6
CC[C@]12c3[nH]c4ccc(OC)cc4c3CCN1C(=O)C(CC(=O)NCc1ccco1)C[C@@H]2C(=O)N1CCN(C(=O)C2CC2)CC1 (stereo not given in full)	nt	nt	1.1	nt	1	0	2	nt	-10
COc1ccc(NC(=O)CCNC(=O)Cn2ccc3ccccc3c2=O)cc1Cl	-3	-2	1	3	-1	-9	2	0.97	-1
C=CCC(=O)N1CCC(n2nccc2NC(=O)CCOc2ccccc2)CC1	1	11	1	-13	-2	-6	2	1.1	0
O=C(Cc1ccsc1)NNC(=O)c1ccccc1Cl	2	9	0.84	6	-3	-8	-2	0.94	16

Record cards, as listed above. Values in the order: MIN6 prolif	NLRP3 yeast inh	mIAP activ	hIAP inh	A3A deaminase	A3G deaminase	SENP1 inh	hIAP activ	mIAP block
Record of COc1cc2c(cc1OC)CN(C(=O)c1ccc(OC)c([N+](=O)[O-])c1)CC2 : -3	20	0.98	-6	3	-1	0	1.1	2
Record of Cc1nc(SCC(=O)N(C)C2(C#N)CCCCC2)c2ccccc2n1 : 0	19	0.99	5	3	-2	-32	0.95	1
Record of COCCC1CCCCN1C(=O)c1cc(COc2ccc(C)nc2)on1 (stereo not given) : -1	24	1.1	20	2	22	3	0.8	-6
Record of C[C@H]1CN([C@@H](C)CO)C(=O)c2cc(NS(=O)(=O)c3ccc(F)cc3)ccc2O[C@H]1CN(C)S(=O)(=O)c1cn(C)cn1 : -2	13	1.1	2	1	11	3	0.98	-11

Source: PubChem BioAssay (Sanford-Burnham Center for Chemical Genomics)
